S1P3 antagonist: antagonists of human S1P3 receptor; hit rate 0.27% among 170,000; inhibition, % at 4.98 µM; CHO S1P3 NFAT-BLA reporter, FRET fluorescence, antagonist mode;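 active = inhibition above the plate cutoff, the mean inhibition of test wells on that plate plus 3 SD, cut at about 28% in these data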;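 also: cells challenged with S1P at its EC80 of 0.8 µM; blue over green emission ratio from cleaved BLA substrate after 4 h stimulation; 0% = S1P-stimulated wells and 100% = unstimulated DMSO-only wells; some compounds past the cut are filed as inactive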
Target sequence (Q99500 whole entry, looked up): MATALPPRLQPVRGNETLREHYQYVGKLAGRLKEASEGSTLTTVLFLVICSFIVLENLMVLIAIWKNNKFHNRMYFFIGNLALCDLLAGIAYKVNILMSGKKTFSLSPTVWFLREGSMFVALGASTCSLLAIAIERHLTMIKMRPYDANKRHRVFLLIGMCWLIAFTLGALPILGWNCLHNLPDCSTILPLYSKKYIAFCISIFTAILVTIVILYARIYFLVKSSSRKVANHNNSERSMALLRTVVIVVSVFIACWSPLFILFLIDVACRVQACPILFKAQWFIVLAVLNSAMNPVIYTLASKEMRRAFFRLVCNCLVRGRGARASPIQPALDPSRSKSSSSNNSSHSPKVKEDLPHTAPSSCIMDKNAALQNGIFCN
Starred values were filed as active, the others as inactive. Not all compounds are listed. The share of hits here may be higher or lower than overall.

SMILES | S1P3 antagonist
COc1cccc(/C=N/NC(=O)c2cccs2)c1 | 1
Cn1nc(-c2ccccc2)cc1NC(=O)Nc1ccccc1F | 11
CCCCCC1CCC(c2ccc(/C(N)=N/O)cc2)CC1 (stereo not given) | 1
CCOC(=O)C(=CNc1ccc(N2CCOCC2)cc1)C(=O)OCC | 3
O=C(NCc1ccc2c(c1)OCO2)c1cc(-c2cc(Cl)ccc2O)n[nH]1 | -10
O=c1cc(-c2ccccc2)nc2c(-c3ccccc3)c(C(F)(F)F)[nH]n12 | 16
Cc1cc(C)c(NC(=O)CS(=O)CC(=O)Nc2ccc(F)cc2F)c(C)c1 (stereo not given) | 3
Cc1nc(SCC(=O)NC(=O)NC(C)(C)C)nc(C)c1C | -10
O=C(C(=O)c1cccnc1)c1cccnc1 | -7
NS(=O)(=O)c1ccc(N/N=C/c2ccc(O)c(O)c2O)c([N+](=O)[O-])c1 | 19
O=C(NCc1csc2ccc(Cl)cc12)Nc1ccccc1 | 3
Cc1ccnc(N(C(=O)Nc2ccccc2)C2=NCC(C)(C)S2)c1 | -17
Cc1cccc(N/C(N)=N/c2nc(CSc3ccc(Cl)cc3)cc(=O)[nH]2)c1 | -18
O=C1N=c2ccccc2=C1c1sc(=S)n(NC(=O)c2ccccc2)c1O | -8
CCn1nc(C)cc1-c1nnc(SCC(=O)Nc2ccccc2)n1CCCOC | 10
CC1CCc2c(sc3nc(SCC(=O)O)n(-c4ccccc4)c(=O)c23)C1 (stereo not given) | 8
O=C(Cc1ccccc1)NCCN1CCCC1 | -10
O=C(O)c1cccnc1C(=O)N1CCc2c([nH]c3ccccc23)C1C(F)(F)F (stereo not given) | -12
CCCn1c(CCC(=O)O)nc2cc(S(=O)(=O)N(CC)CC)ccc21 | 18
Nc1ccc2c(c1)N=[N+]([O-])c1cc(N)ccc1C2 | -2
Cc1[nH]c2ccc(C(C)C)cc2c1CC(=O)O | -1
CC(C)c1ccccc1NC(=S)N(C)C | 4
CNC(=O)c1ccccc1S(=O)c1ccccc1COC(C)=O (stereo not given) | -7
COc1cccc(/C=N/n2c(C)c3c(C)nnc(C)c3c2C)c1O | -14
CN(Cc1ccccc1)S(=O)(=O)c1ccc(OCC(=O)N2CCC(C(N)=O)CC2)cc1 | 3
O=[N+]([O-])c1ccc2c(OCc3nnc(-c4ccccc4Br)o3)ncnc2c1 | 5
CCOc1cc(O)c(-c2[nH]ncc2-c2nc(C)cs2)cc1CC | 0
O=C(CSc1n[nH]c(=O)n1C1CC1)Nc1ccc(Cl)c(Cl)c1 | 8
FC(F)(F)Oc1ccc(-c2cn3cccnc3n2)cc1 | 3
CCNC(=S)N1CCC(C(N)=O)CC1 | -4

Random excerpt: 3 entries already listed, in no set order.
SMILES | S1P3 antagonist
CCOc1cc(O)c(-c2[nH]ncc2-c2nc(C)cs2)cc1CC | 0
CCn1nc(C)cc1-c1nnc(SCC(=O)Nc2ccccc2)n1CCCOC | 10
CCOC(=O)C(=CNc1ccc(N2CCOCC2)cc1)C(=O)OCC | 3

(cont.)
SMILES | S1P3 antagonist
O=C(N/N=C/c1c[nH]c2ccccc12)c1ccc2c(c1)OCCO2 | -7
CCCCN1Cc2c(nc3cc(-c4ccccc4)[nH]n3c2=O)C1=O | -1
Cc1cc(S(=O)(=O)N2CCN(C(=O)CCC(=O)N3CCOCC3)CC2)ccc1Br | 11
COc1cc(/C=N/NC(=O)C(=O)NCc2ccco2)cc(Br)c1O | 1
CC1(c2ccccc2)O[C@@H]2C[C@H]3[C@@H]4CCC5=CC(=O)C=C[C@]5(C)[C@@]4(F)[C@@H](O)C[C@]3(C)[C@]2(C(=O)CO)O1 (stereo not given in full) | 11
CC(=O)Nc1ccc(C(=O)/C=C/c2ccc[nH]2)cc1 | 1
Cc1cc(C(=O)Nc2ccccc2N2CCOCC2)c(C)o1 | 0
O=C(c1cccc([N+](=O)[O-])c1)N1CCN(c2n[nH]c(=O)[nH]c2=O)CC1 | 7
CCNC(=S)/N=C(/Nc1ccccc1)Nc1nc(C)cc(C)n1 | 8
CCCc1nc2oc3ccccc3c(=O)c2c(=O)n1-c1ccccc1 | 3
Cc1cccc(N(Cc2cc3ccccc3[nH]c2=O)C(=O)c2cccs2)c1 | 11
Cn1cccc1/C=C1\SC(=S)N(NC(=O)c2ccc(F)cc2)C1=O | -13
COc1cc(/C=C2/S/C(=N/S(=O)(=O)Cc3ccccc3)NC2=O)c([N+](=O)[O-])cc1OC | -1
O=C(Nc1ccc(OCc2ccccc2)cc1)Nc1ccccc1C(=O)NCCCN1CCOCC1 | 6
COc1cc(/C=C/C(=O)OCC(=O)Nc2cc(S(=O)(=O)N(C)C)ccc2Cl)ccc1O | -5

Sorted by number of heavy atoms (smallest number first): part of the list above
SMILES | S1P3 antagonist
CCNC(=S)/N=C(/Nc1ccccc1)Nc1nc(C)cc(C)n1 | 8
Cn1cccc1/C=C1\SC(=S)N(NC(=O)c2ccc(F)cc2)C1=O | -13
O=C(c1cccc([N+](=O)[O-])c1)N1CCN(c2n[nH]c(=O)[nH]c2=O)CC1 | 7
Cc1cc(S(=O)(=O)N2CCN(C(=O)CCC(=O)N3CCOCC3)CC2)ccc1Br | 11
CC1(c2ccccc2)O[C@@H]2C[C@H]3[C@@H]4CCC5=CC(=O)C=C[C@]5(C)[C@@]4(F)[C@@H](O)C[C@]3(C)[C@]2(C(=O)CO)O1 (stereo not given in full) | 11

Further records follow.
SMILES | S1P3 antagonist
CCOC(=O)C1CCCCN1Cc1ccc(OC)c(OC)c1 (stereo not given) | -7
COc1ccc(CC(=O)Nc2cc(C)ccc2O)cc1OC | 4
COc1cccc(C(c2c(N)n(C)c(=O)n(C)c2=O)C(C)[N+](=O)[O-])c1 (stereo not given) | 7
CN(C)/C=N/S(=O)(=O)c1ccc(Cl)c(Cl)c1 | -3
CCNC(=S)Nc1ccc(NC(=O)c2ccccc2O)cc1 | -7
COc1cc([N+](=O)[O-])c(OC)cc1SCc1n[nH]c(=S)n1-c1ccc(C)cc1 | -1
Cn1c(SCC(=O)c2ccc3c(c2)OCCO3)nnc1C(F)(F)F | -6
O=C(CCC(=O)N1CCN(c2ccccn2)CC1)Nc1nnc(C(F)(F)F)s1 | -13
Cc1ccc(C(O)CSc2nnc(-c3ccc4ccccc4c3)n2C)cc1 (stereo not given) | -14
CCn1cc(C(=O)O)c(=O)c2cc(F)c(N3CCN(C(=S)NC(=O)c4ccc(F)cc4)CC3)cc21 | -8
COc1cccc(NC(=O)Cn2c(=O)oc3cc(S(=O)(=O)N4CCCC4)ccc32)c1 | 2
CC(=O)O/N=C(\N)c1ccc(-c2csnn2)cc1 | -13
O=C(CC1SC(=Nc2ccc3c(c2)OCCO3)NC1=O)Nc1ccc(F)cc1F (stereo not given) | -12
CC(=O)Nc1ccccc1C(F)(F)F | -5
Cc1ccc(-c2nn(-c3ccccn3)c(=O)c3ccccc23)cc1C | 1

Of the compounds above, these have a furan ring, fused or not:
SMILES | S1P3 antagonist
COc1cc(/C=N/NC(=O)C(=O)NCc2ccco2)cc(Br)c1O | 1
Cc1cc(C(=O)Nc2ccccc2N2CCOCC2)c(C)o1 | 0

The list continues.
SMILES | S1P3 antagonist
C=CCC1CCCCC12NC(=O)N(c1ccccc1)N2 (stereo not given) | 5
C/C(=N\Nc1nc2ccc(Cl)cc2o1)c1ccccc1 | -2
O=C(c1ccc([N+](=O)[O-])cc1)N1CCCC1 | -14
CC1CCCC(NC(=O)CCC(=O)c2ccc(F)cc2)C1C (stereo not given) | -12
Cc1cccc2c1c1ccc3c(c1n2C)C(=O)C=CC3=O | -3
NC(=O)COC(=O)[C@@H]1CC(O)CN1S(=O)(=O)c1ccc2c(c1)OCCO2 (stereo not given in full) | -8
CC1(C)CC(=O)C(N=Nc2ccc(Br)cc2)=C(O)C1 | -4
C=CCn1c(SCc2cc([N+](=O)[O-])cc3c2OCOC3)nc2cc(C(=O)O)ccc2c1=O | -12
O=C(Nc1ccc(CN2CCS(=O)(=O)CC2)cc1)c1ccc(C(F)(F)F)cc1 | 6
Cc1csc(C(=O)NN)c1N(C)C | 9
COc1ccc(NC(=O)Nc2nnc(-c3cccs3)s2)cc1 | 4
CC(NCc1ccccc1)c1ccccc1O (stereo not given) | -8
CC(C)(C)C(=O)OCc1nc(-c2ccc(F)cc2)cs1 | -9
CCCCc1nc2ccc(S(=O)(=O)O)cc2[nH]1 | -15
CCCCCOc1ccccc1C(=O)NCCCCCC(=O)O | 3
COc1ccc(CN2CN(S(=O)(=O)c3cccs3)c3nc4ccccc4nc32)cc1 | -11
COc1ccc(NC(=O)CN(c2ccccc2)S(=O)(=O)c2ccccc2)c(OC)c1 | 5
COc1ccc(N2C(=O)C3C(C2=O)C3(c2ccccc2)c2ccccc2)cc1 (stereo not given) | -7
CC1CC(=O)Nc2ccccc2N1S(=O)(=O)c1ccc(C#N)cc1 (stereo not given) | 8
CN(C)c1cc(-c2ccc(Cl)cc2)oc(=O)c1Cl | 0
N/C(=N\NC(=O)c1cccc(F)c1)c1cc2ccccc2oc1=O | -12
Cc1cc(Oc2ccc(=O)[nH]n2)nc(Cl)n1 | -2
CCN(CC)S(=O)(=O)c1ccc(C)c(NC(=O)CN2CCN(C)CC2)c1 | -3
CN(C)/C=C1\C(=O)c2ccc(N(C)C)nc2CC1c1ccccc1 (stereo not given) | -34
NNC(=O)c1ccccc1OCc1ccccc1 | -10
C=CCn1c(SCC(=O)N2c3ccccc3Sc3ccccc32)nnc1-c1ccco1 | 2
COC(=O)N=Nc1c(O)[nH]c2ccc(Br)cc12 | -2
Clc1ccc(-c2csc(N/N=C/c3ccco3)n2)cc1 | -1
Cc1[nH]c(-c2ccccn2)nc(=S)c1Cl | 0
CCCCC(=O)NC(=S)NNC(=O)CCc1ccccc1 | -13

Four entries from above, comma-delimited:
SMILES,S1P3 antagonist
NNC(=O)c1ccccc1OCc1ccccc1,-10
C=CCn1c(SCC(=O)N2c3ccccc3Sc3ccccc32)nnc1-c1ccco1,2
COC(=O)N=Nc1c(O)[nH]c2ccc(Br)cc12,-2
Clc1ccc(-c2csc(N/N=C/c3ccco3)n2)cc1,-1

(next part)
SMILES | S1P3 antagonist
COc1cc(C2CC(=O)N(c3ccc(C)cc3)C(=O)C2)cc(OC)c1OC | -3
Cn1c(=O)c2c(nc(N3CCN(c4ccc([N+](=O)[O-])cc4)CC3)n2C)n(C)c1=O | 7
COc1ccc(-n2ncc3c(N4CCN(c5cccc(C)c5C)CC4)ncnc32)cc1 | -36
FC(F)(F)c1ccc(-n2cn[nH]c2=S)cc1 | 2
CC(=O)Nc1nc2c(C)c(Cl)ccc2s1 | 13
Cc1cc(-c2nnc3n2N=C(c2ccccc2Br)CS3)n[nH]1 | -6
N#C/C(=C\c1ccccc1O)C(=O)Nc1cccnc1 | 0
C/C(=N\Nc1cccc(C(=O)O)c1)c1ccc2c(c1)Nc1ccccc1S2 | -2
CCN1C(=O)CC(NNC(=O)c2ccccc2)C1=O (stereo not given) | 4
Cc1ccc(COc2ccc(C)nc2[N+](=O)[O-])cc1 | -6
S=C(NCc1ccco1)Nc1cccc(Cl)c1Cl | -3
COC(=O)c1c(NC(=O)C(C)(C)C)csc1C | -6
C/C(Cc1ccccc1)=N\NC(=O)CNC(=O)c1ccccc1Cl | 16
CCCc1cc(=O)c2ccc(OCC(C)=O)cc2o1 | -23
CC1CC(=O)NN1C(=O)c1ccccc1 (stereo not given) | -8
O=c1nc(Nc2cccc(Cl)c2)oc2cc(Cl)oc(=O)c12 | 2
O=C(O)/C(=C\c1cn(-c2ccccc2)nc1-c1ccc(Cl)cc1)NC(=O)c1ccccc1 | -8
COc1cc(/C=N/NC(=O)C2=NNC(=O)C2C)ccc1O (stereo not given) | -4
CCOC(=O)c1sc(-c2ccc(Cl)cc2)nc1O | 7
CC(=O)Nc1nc(C)c(Oc2ccc(Cl)cc2)c(=O)[nH]1 | -2
CCOC(=O)c1c(CSc2ccccc2)n(C)c2cc(Br)c(O)c(CN(C)C)c12 | 7
Nn1c(SCc2ccccc2F)nnc1-c1cccnc1 | 3
Cc1ccc(S(=O)(=O)NNC(=O)c2cnn(-c3ccc(Cl)cc3)c2C(F)(F)F)cc1 | -8
COc1ccc(/C=N/Nc2ccc(C(=O)O)cc2)cc1OC | 0
CC(=O)NC(=S)Nc1ccc(NC(=S)NC(=O)/C=C/c2ccco2)cc1 | -2
COc1ccc2[nH]cc(C(=O)CCl)c2c1 | -3
O=C(NCCNC(=O)c1ccccc1)c1ccccc1 | -7
Cc1ccc(CNC(=O)c2ccc(S(=O)(=O)Nc3c(C)n(C)n(-c4ccccc4)c3=O)cc2)cc1 | -8
Cc1nnsc1-c1c(C(=O)N2CCOCC2)c(C)nn1-c1ccccc1 | -14
Nc1nonc1-c1nc2ccccc2n1CC(=O)Nc1ccccc1 | 2
NCCCCCC(=O)N/N=C/c1coc2ccccc2c1=O | 0
COc1ccc(/C=N/NC(N)=S)cc1 | 3
O=C(CSc1nc2ccccc2s1)N/N=C/c1cc([N+](=O)[O-])ccc1O | -24
CCOc1ccc(/C=C2\SC(=S)N(C(C(=O)O)c3ccccc3)C2=O)cc1OC (stereo not given) | -1
Cc1cccc(-c2nnc(SCC(=O)C(C)(C)C)n2C)c1 | -3
CC1(C)C2CC=C(/C=N/NC(=O)C(N)=O)C1C2 (stereo not given) | -14
FC(F)(F)c1cccc(-c2nc(COc3ccc(Cl)cc3Cl)no2)c1 | -9
O=C(CNc1n[nH]c(=O)[nH]c1=O)N/N=C/c1ccccc1 | -9
Cc1ccc(NC(=S)N2CCc3[nH]c4ccccc4c3C2)cc1 | 10
N#CC1=C(SCC(=O)Nc2ccc(C(=O)O)cc2)NC(=O)CC1c1ccco1 (stereo not given) | -1
Cc1cc(Nc2ccc(C)c(Cl)c2)nc(N2CCOCC2)n1 | 3
CC(=O)NC1C(=O)N(Cc2ccccc2)c2ccc(Br)cc21 (stereo not given) | -2
O=S(=O)(CCN1C=CC(C(F)(F)F)=NCC1)c1ccc(Cl)cc1Cl | 12
N#C/C(=C\c1ccc2c(c1)OCO2)C(N)=S | -14
CSc1n[nH]c(-c2ccc(C(F)(F)F)cc2)n1 | 5
OC(CNC1Cc2ccccc2C1)COc1ccc(Cl)cc1 (stereo not given) | 1
COc1ccc(-c2cc(C(=O)c3c(N)n(C)c(=O)n(C)c3=O)c3ccccc3n2)cc1 | -6

Bioassay records (PubChem)
